From PubChem
IEC-6 tox: counter-screen for KLF5 inhibitors: cytotoxicity in IEC-6 cells. IEC-6 cytotoxicity, luminescence viability. inhibition, % at 5 µM. hit rate 0.78% among 290,000; in the data active = inhibition above about 22%;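 note: 0% = plate median of test compound wells and 100% = cytotoxic reference compound wells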
TRPC4 inh: inhibitors of mouse TRPC4 channel | HEK293 TRPC4beta/mu-opioid, DAMGO-evoked Fluo4 calcium flux; stronger effect = lower value | Q9QUQ5 | hit rate 0.39% among 300,000 | AID 2247 | B-score at 10 µM;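 active = B-score over 3 SD under the library average, no early fluorescence shift, positive overall ratio signal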
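Material: HEK293 cells with stable TRPC4beta plus mu-opioid receptor expression; probe or stimulus: DAMGO in two steps, submaximal then maximal; technique: Fluo4 calcium fluorescence by kinetic imaging, 5 s 1 Hz baseline; measure: integrated fluorescence ratio relative to baseline, converted to per-well B score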
SKKanGAS inh: inhibitors of SKKanGAS S. pyogenes growth in kanamycin (SK-promoter or general growth effect) | AID 1662 | BacTiter-Glo, 6 h | inhibition, % at 7.5 µM | hit rate 1.3% among 300,000;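 active = mean replicate score, as percent of positive control median, at least 50; inconclusive = mean below 50 but one replicate at or above 50; inactive = mean and every replicate below 50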;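 note: strain carries kanamycin resistance gene driven by streptokinase promoter and grows in 40 µg/ml kanamycin; loss of luminescence reflects streptokinase promoter inhibition or plain growth inhibition; 0% = median of DMSO wells and 100% = positive control at its reference dose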
TRPC4 potent: TRPC4 (mouse) allosteric potentiation; HEK293 TRPC4beta/mu-opioid, DAMGO EC20, Fluo-4 Ca2+ flux; stronger effect = higher value; B-score at 10 µM; hit rate 0.42% among 310,000;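 active = B-score of calcium response area above 5 SD of library B-scores, with initial fluorescence ratio within 5 SD of library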;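 note: B-score of integrated fluorescence ratio over time as area under calcium response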
HIF act: HIF pathway transcriptional activation; U2OS HRE-luciferase reporter, luminescence; normalized: DMSO 0%, desferrioxamine 100%; activation, % at 7.5 µM (by protocol); hit rate 0.32% among 300,000; AID 1910;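 active = mean activation of at least 10% of the iron chelator positive control signal, with at least half of replicates also reaching 10%; inconclusive = mean and replicate majority disagree about reaching 10%; inactive = mean and most replicates under 10%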
MrgX1 antag: blocks BAM8-22 activation of human MrgX1 receptor | B-score at 10 µM | MRGX1-HEK293 calcium flux, Fluo-4, BAM8-22 antagonism; stronger effect = lower value | hit rate 1.3% among 310,000 | AID 588676;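 active = calcium-response B-score plate-corrected more than 3 library SD below zero, starting fluorescence within 5 deviations, no agonist response on first addition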;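 note: peak minus trough fluorescence over baseline after final BAM8-22 challenge near maximal dose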
TRPC6 inhibitor: blocks the mouse TRPC6 cation channel; HEK293-TRPC6, membrane potential dye, ACh-evoked depolarization; stronger effect = lower value; hit rate 1.1% among 310,000; AID 2553; B-score at 10 µM; Q61143;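 active = B-score under library mean minus 3 SD, initial fluorescence not abnormally high, positive integrated signal ratio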;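 note: B-score derived from integrated fluorescence ratio over the kinetic read; more negative B-score means stronger inhibition of depolarization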
Target sequence (Q61143 whole entry, looked up): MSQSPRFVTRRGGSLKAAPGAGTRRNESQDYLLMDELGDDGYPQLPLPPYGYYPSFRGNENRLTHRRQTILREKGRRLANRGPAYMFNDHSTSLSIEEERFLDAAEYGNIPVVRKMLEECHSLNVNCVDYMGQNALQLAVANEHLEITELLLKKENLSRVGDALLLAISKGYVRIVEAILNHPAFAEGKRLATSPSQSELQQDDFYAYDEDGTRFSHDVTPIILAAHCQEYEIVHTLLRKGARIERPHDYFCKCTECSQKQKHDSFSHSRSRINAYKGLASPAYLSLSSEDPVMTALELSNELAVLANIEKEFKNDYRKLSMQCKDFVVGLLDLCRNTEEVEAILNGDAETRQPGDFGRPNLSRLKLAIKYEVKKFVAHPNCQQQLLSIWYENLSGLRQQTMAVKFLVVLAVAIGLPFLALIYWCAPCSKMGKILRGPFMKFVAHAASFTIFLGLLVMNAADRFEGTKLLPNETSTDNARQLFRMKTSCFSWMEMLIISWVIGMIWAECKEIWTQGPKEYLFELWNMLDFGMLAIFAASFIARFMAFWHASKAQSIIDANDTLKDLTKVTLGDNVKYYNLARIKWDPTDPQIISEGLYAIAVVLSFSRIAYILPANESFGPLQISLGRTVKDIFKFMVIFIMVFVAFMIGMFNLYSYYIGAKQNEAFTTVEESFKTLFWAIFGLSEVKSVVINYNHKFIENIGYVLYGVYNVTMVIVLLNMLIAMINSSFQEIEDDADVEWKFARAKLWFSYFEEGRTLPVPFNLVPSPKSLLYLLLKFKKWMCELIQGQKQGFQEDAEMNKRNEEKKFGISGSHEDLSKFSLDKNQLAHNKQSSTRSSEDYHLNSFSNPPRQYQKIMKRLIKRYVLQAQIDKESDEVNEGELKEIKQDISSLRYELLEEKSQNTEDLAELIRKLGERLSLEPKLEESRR
TRPC6 activator: activators of mouse TRPC6 channel; HEK293-TRPC6 membrane potential dye fluorescence; stronger effect = higher value; Q61143; B-score at 10 µM; hit rate 0.13% among 310,000; AID 2550;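 active = B-score of the integrated fluorescence ratio above library mean plus 3 SD, and starting fluorescence ratio within library mean plus 5 SD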;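 note: higher score means more depolarization so channel activation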
TRPC4 agonist: activators of mouse TRPC4 channel | Q9QUQ5 | HEK293 TRPC4beta/mu-opioid, Fluo4 calcium fluorescence; stronger effect = higher value | B-score at 10 µM | hit rate 0.49% among 310,000 | AID 2237;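 active = B-score above 5 SD of library B-scores, and initial fluorescence ratio not above library mean plus 5 SD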;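 note: positive B-score marks a calcium rise read as TRPC4 activation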
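Incubation: 45 min room-temperature Fluo4 loading, 110 s read / System: HEK293 cells stably co-expressing mouse TRPC4beta and mu-opioid receptor / Signal: Fluo4 fluorescence, kinetic / Control set: buffer (low) and maximal DAMGO (high) / Measure: integrated baseline-normalised fluorescence ratio, converted to per-well B score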
aSyn UTR inh: MLPCN primary screen, SNCA 5' untranslated region. hit rate 0.82% among 300,000. inhibition, % (tested at 7.5 µM). alpha-synuclein 5'UTR reporter, inhibitor activity. AID 1813; in the data active = inhibition above about 60%; inconclusive = no clear call, values can overlap the other calls;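 note: H4 neuroglioblastoma cells stably carrying SNCA 5'UTR luciferase fusion; 0% = DMSO wells and 100% = positive control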
KLF5 inhibitor: inhibitors of KLF5 expression | AID 1700 | DLD-1 KLF5 promoter-luciferase reporter, luminescence | inhibition, % at 5 µM | hit rate 0.23% among 290,000;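 active = inhibition above a per-plate limit of that plate's mean compound inhibition plus 3 SD, cut at about 60% in these data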;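 note: 0% = DMSO wells and 100% = LY294002 at 200 µM; higher means less KLF5 promoter-driven luciferase light; inactives centre near -14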
Numbers without * were called inactive; i = inactive; ? = inconclusive; . = not tested or not shown.

SMILES	IEC-6 tox	TRPC4 inh	SKKanGAS inh	TRPC4 potent	HIF act	MrgX1 antag	TRPC6 inhibitor	TRPC6 activator	TRPC4 agonist	aSyn UTR inh	KLF5 inhibitor
CCOC(=O)c1ccc(NS(=O)(=O)c2cc3c4c(c2)CCN4C(=O)CC3)cc1	.	i	1.6	i	1.8	i	i	i	i	-6.4	.
O=C(O)Cn1c(=O)c2cccn2c2ccccc21	3.3	i	0.2	i	1.5	i	i	i	i	-19.0	-9.3
O=S(=O)(c1ccc(-c2csc(Nc3ccc(Br)cc3)n2)cc1)N1CCCC1	-3.5	i	16.4	i	-0.8	i	i	i	i	35.1	-5.8
CCCCOc1ccc(NC(=O)C(=O)NCCC2=CCCCC2)cc1	3.9	i	0.0	i	-0.5	i	i	i	i	9.3	-17.1
CCc1ccc(NC(=O)CSc2nc(CSc3ccc(C)cc3)cc(=O)[nH]2)cc1	0.0	i	34.5	i	0.4	i	i	i	i	6.5	0.1
O=C1Cc2cc(S(=O)(=O)N3CCCCC3)ccc2N1	1.9	i	3.7	i	-0.3	i	i	i	i	-19.8	-3.4
Cc1ccc2cc(C)c(SCC(=O)NCc3ccco3)nc2c1	1.8	i	-5.5	i	0.1	i	i	i	i	9.1	-31.1
CC(Sc1nc(N)cc(=O)[nH]1)C(=O)Nc1nc2c(s1)CCCC2 (stereo unspecified)	-0.3	i	7.0	i	-3.5	i	i	i	i	11.4	-37.1
CC(=O)OCCN(Cc1ccccc1)Cc1ccc2c(c1)OCO2	0.3	i	-2.4	i	-0.1	i	i	i	i	-10.3	2.9
Cc1cccc(C(=O)NNC(=O)CCC(=O)Nc2cccc(Cl)c2C)c1	-9.0	i	-1.6	i	0.4	-6.94*	i	i	i	-17.4	-10.5
COc1cc2c(cc1OC)C(C(=O)N(C)Cc1ccccc1)C(c1cccnc1)N(C)C2=O (stereo unspecified)	3.1	i	-0.9	i	0.3	i	i	i	i	14.1	-6.8
OCCN1CCOCCOc2ccccc2OCCOCC1	3.3	i	1.4	i	0.0	i	i	i	i	15.2	-11.9
CN1CCN(C(=O)c2ccc(C(C)(C)C)cc2)CC1	1.5	i	-4.2	i	0.3	i	i	i	i	-14.8	2.6
CCCCCc1c(C)nc(N2CCc3ccccc32)[nH]c1=O	3.1	i	0.7	i	0.3	.	i	i	i	-26.6	-21.3
O=C(/C=C/c1ccc2c(c1)OCCCO2)c1ccc2ccccc2c1O	-3.2	i	0.6	i	2.0	i	i	i	i	-157.8	-16.1
COc1ccc(N2C(=O)CS/C2=C\[N+](=O)[O-])cc1	-1.1	i	12.2	i	-0.5	i	i	i	i	15.7	12.9
CCOc1cc(C(=O)Nc2ccc(NC(C)=O)cc2)ccc1OCC(=O)N1CCCCC1	-2.3	i	3.8	i	-0.1	i	i	i	i	10.2	-19.7
COc1ccc(C(C)(C)C)cc1NC(=O)COC(=O)c1cc(SC)ccc1Cl	-3.8	i	-1.1	i	-0.1	i	i	i	i	-18.6	-28.0
CC(C)(C)OC(=O)C(Cc1ccc(OC(C)(C)C)cc1)NC(=O)CNC(=O)CNC(=O)OCc1ccccc1 (stereo unspecified)	5.5	i	-0.7	i	0.0	i	i	i	i	18.0	-42.2
CCCCNC(=O)c1ccc2c(c1)N(CC)C(=O)c1ccccc1S2(=O)=O	-2.6	i	4.7	i	-0.3	i	i	i	i	1.9	-33.4
CCCc1c(C(=O)OCC)sc(N)c1C#N	3.6	i	7.5	i	-0.4	i	i	i	i	13.3	-20.4
Cc1cccc(C(=O)NCc2nnc3c4ccccc4c(-c4ccccc4)nn23)c1	4.0	i	-0.2	i	-0.1	i	i	i	i	26.1	-24.5
CN(C)CCCN(C(=O)C1COc2ccccc2O1)c1nc2cc3c(cc2s1)OCO3 (stereo unspecified)	-0.4	i	-1.3	i	-0.1	i	i	i	i	-1.3	-1.1
COc1ccccc1NC(=O)C1CCN(c2ncccn2)CC1	-0.9	i	-1.4	i	0.2	i	i	i	i	38.1	-7.1
CC(=O)CCc1c(C)[nH]c2ccccc2c1=O	-2.8	i	-1.7	i	-0.1	i	i	i	i	-21.9	-5.9
Cc1ccc(Cn2c(=O)c3c(ncn3C)n(C)c2=O)cc1	1.1	i	1.5	i	-0.1	i	i	i	i	16.0	-13.6
CCN1C(=O)N(c2ccc(Cl)cc2)C(C)=CC1(C)C	-2.5	.	1.9	.	0.0	i	.	.	.	20.6	-22.5
C[C@H](NC(=O)Cc1cccc2ccccc12)C(=O)N1CCCN(C)CC1	6.3	i	-6.2	i	-0.6	i	i	i	i	-19.7	-4.5
COc1ccc2no[n+]([O-])c2c1	-9.5	i	5.8	i	-0.4	i	i	i	i	-13.2	-9.3
COc1ccc(-n2c(-c3ccco3)n[nH]c2=S)cc1	-1.3	i	0.6	i	0.3	i	i	i	i	-11.0	-38.5
Cc1oc2c(Cl)c(Cl)c(O)c(CN(C)C)c2c1C(=O)c1ccc(Cl)cc1	-12.6	i	38.9	i	-0.2	i	i	i	i	5.8	-30.6
CC(C)n1nc(C(=O)OCn2nnc3ccccc3c2=O)c2ccccc2c1=O	-4.9	i	-10.9	i	-0.1	i	i	i	i	-8.4	-12.6
Cc1[nH]c2ccccc2c1C1C(c2ccccc2)=NN=C(C(C)C)N1O (stereo unspecified)	2.5	i	0.3	i	-0.1	i	i	i	i	-25.4	-2.2
COc1ccc(N2C(S)=C(C#N)C(=O)NC23CCCCC3)cc1	-0.6	i	-28.5	i	0.1	i	i	i	i	10.5	-11.9
C=CCc1cccc(CNc2nc3ccccc3n2CCC)c1O	2.1	i	1.3	i	-0.7	i	i	i	i	6.9	-21.8
O=C(c1ccccc1[N+](=O)[O-])N1CCCC(C(=O)N2CCCCCC2)C1 (stereo unspecified)	-2.3	i	-4.0	i	0.0	i	i	i	i	19.5	-40.2
CCn1c(CNC(=O)c2ccco2)nnc1SCC(=O)Nc1cc(F)ccc1C	-3.6	i	0.4	i	0.1	i	i	i	i	9.1	2.6
Cc1ccccc1OCC(=O)NNC(=O)c1ccc2c(=O)n3c(nc2c1)CCC3	.	i	2.0	i	-0.9	i	i	i	i	5.9	.
O=C(c1ccc(Sc2ccc(F)cc2)c([N+](=O)[O-])c1)N1CCOCC1	-3.1	i	-4.5	i	0.2	i	i	i	i	13.6	-6.9
COc1cccc(CN2CCNC(=O)C2CC(=O)NCc2cn3ccccc3n2)c1OC (stereo unspecified)	1.0	i	0.5	i	-0.5	i	i	i	i	6.6	3.7
CCN1CCN(c2cc(C)c3cc(NC(=S)NCCCOC)ccc3n2)CC1	3.2	i	-2.0	i	0.5	i	i	i	i	-11.9	-35.4
CC(=O)Nc1nnc(SCC(=O)NC(C)(C)C)s1	-6.6	i	1.1	i	-0.4	i	i	i	i	20.6	-22.0
CC(C)CC(NC(N)=O)C(=O)NCc1ccccc1Cl (stereo unspecified)	-3.3	i	-7.2	i	0.6	i	i	i	i	8.1	-18.2
CCCCNC(=O)CNC(=O)c1nn(-c2ccc(OC)cc2)c(=O)c2ccccc12	-6.5	i	-3.3	i	-0.2	i	i	i	i	14.2	-25.9
CCc1nc(N=C(N)N)nc2ccccc12	3.1	i	-5.6	i	-1.3	i	i	i	i	-11.7	-46.2
Cc1ccc(OCc2cc(C(=O)N3CCN(c4ccccc4)CC3)no2)cc1C	-1.2	i	7.6	i	1.8	i	i	i	i	-155.3	-172.4
CCOC(=O)C1CCN(C(=O)Nc2ccc3nc(-c4ccco4)c(-c4ccco4)nc3c2)CC1	-8.4	i	-4.2	i	-0.4	-4.99*	i	i	i	0.3	-23.6
Nc1ccc2c(c1)nc(Cc1ccccc1)n2CCO	-9.5	i	0.5	i	-0.5	i	i	i	i	0.3	-1.4
O=C(Nc1ccccc1C(=O)N1CCCCC1)c1ccc(Cl)cc1Cl	2.7	i	-0.5	i	0.3	i	i	i	i	-0.7	-15.8
O=C(Nc1nc2cc3c(cc2s1)OCCO3)c1ccc([N+](=O)[O-])o1	89.7*	i	?	i	2.5	i	i	i	i	-301.1	-74.8
Cc1ccc2c(c1)N(CCCC(=O)NCCCN1CCCCC1)C(=O)CO2	-2.4	i	-6.0	i	-0.1	i	i	i	i	8.3	-37.3
Cc1ccn(C(C)CC(=O)Nc2ccc(-c3ccno3)cc2)n1 (stereo unspecified)	3.0	i	-11.3	i	0.0	i	i	i	i	9.9	-8.8
CCOC(=O)CNC(=O)CSc1nnc(C)c(=O)[nH]1	-4.4	i	-1.1	i	0.2	i	i	i	i	-0.7	-5.1
NC(=O)c1ccc[n+](CC(=O)c2cccc([N+](=O)[O-])c2)c1	0.0	i	1.9	i	0.0	i	i	i	i	9.8	-7.5
CC(C)NC(=O)c1ccc2c(c1)N(CC(=O)N1CCCCC1)C(=O)C(C)(C)O2	-3.3	i	8.5	i	-0.2	i	i	i	i	-8.3	-17.8
COc1ccccc1NCC(=O)NNCC(=O)Nc1ccc(F)c(Cl)c1	-6.4	i	-12.0	i	-0.1	i	i	i	i	-4.7	-26.7
CC(=O)Nc1ccc(S(=O)(=O)N2CCCCC2c2cccnc2)cc1 (stereo unspecified)	-3.3	i	-8.3	i	0.0	i	i	i	i	13.6	0.6
COc1ccc(CCNC(=O)C(=O)NCC2OCCN2S(=O)(=O)c2cc(F)ccc2F)cc1OC (stereo unspecified)	-2.7	i	-0.9	i	-0.2	i	i	i	i	15.3	-21.7
CC(C)(C)c1ccc(NNC(=O)C2CCC2)cc1	7.4	i	40.2	i	-0.3	i	i	i	i	-38.7	-3.9
O=C(CC(=O)Nc1ccccc1)Nc1ccccc1	.	i	-6.5	i	0.0	i	i	i	i	-69.5	.
C=CCn1c(NCCO)nc2c1c(=O)n(C)c(=O)n2C	-1.7	i	-1.1	i	0.1	i	i	i	i	11.8	-25.8
O=C(Cc1ccc(Br)cc1)N1CCN(c2ccc(F)cc2)CC1	-5.0	i	-4.9	i	0.0	i	i	i	i	1.5	-6.3
Cc1ccc(NC(=O)N2CCC(NC(=O)c3ccco3)CC2)cc1	8.2	i	-14.0	i	-23.1	i	i	i	i	-0.8	-27.2
